S1P2 ag: S1P2 receptor agonists, primary screen, cell-based | S1P2-expressing cell line, agonist reporter read-out | activation, % at 4.5 µM | actives 0.46% (n = 97,000) | AID 729, 2007; in the data active means activation above about 16%;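 further: 0% = vehicle low control and 100% = maximal reference agonist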
HIV Rev-RRE inh: HIV-1 Rev-RRE binding inhibitors, primary screen, biochemical, FRET, protein-RNA interaction; P05866; Rev peptide-RRE RNA binding; inhibition, % at 8 µM; actives 0.79% (n = 97,000);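 active means inhibition above the screen-wide mean plus 3 SD, cut at about 35% in these data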;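 further: 0% = median DMSO wells and 100% = median Neomycin B control wells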
Target sequence (P05866 whole entry, looked up): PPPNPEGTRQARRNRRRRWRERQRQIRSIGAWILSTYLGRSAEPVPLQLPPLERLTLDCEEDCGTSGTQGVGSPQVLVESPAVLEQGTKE
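assay system = Cy5-tagged RRE RNA duplex with fluorescein-tagged Rev peptide | incubation = 5 + 15 min at 25 °C | also added = labelled Rev peptide | measure = % inhibition of FRET ratio versus controls | benchmarks = DMSO wells as 0% and neomycin B wells as 100% inhibition | measured by = FRET fluorescence readout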
S1P2 blocker: human S1P2 receptor antagonists, primary screen, cell-based | inhibition, % at 5 µM | Sphingosine 1-phosphate receptor 2 (Homo sapiens), O95136 | cell-based S1P2 antagonist assay, inhibition at 5 uM | actives 0.21% (n = 97,000) | AID 736, 2007; in the data active means inhibition above about 45%;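 further: CRE beta-lactamase reporter cells expressing human S1P2 stimulated with S1P; 0% = agonist at EC80 alone and 100% = agonist plus reference antagonist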
PTPN22 inh 2: PTPN22 phosphatase inhibitors, primary screen, biochemical, DiFMUP fluorescence, 2 µM. actives 0.21% (n = 96,000). inhibition, % at 2 µM. recombinant LYP catalytic domain. AID 640, 2007. Tyrosine-protein phosphatase non-receptor type 22 (Homo sapiens), Q9Y2R2;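 active means inhibition at 2 µM at or above a set limit, the screen mean plus 3 SD, cut at about 24% in these data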;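 further: 0% = DMSO with enzyme and 100% = enzyme fully blocked by orthovanadate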
Target sequence (Q9Y2R2 whole entry, looked up, the tested form may be a part): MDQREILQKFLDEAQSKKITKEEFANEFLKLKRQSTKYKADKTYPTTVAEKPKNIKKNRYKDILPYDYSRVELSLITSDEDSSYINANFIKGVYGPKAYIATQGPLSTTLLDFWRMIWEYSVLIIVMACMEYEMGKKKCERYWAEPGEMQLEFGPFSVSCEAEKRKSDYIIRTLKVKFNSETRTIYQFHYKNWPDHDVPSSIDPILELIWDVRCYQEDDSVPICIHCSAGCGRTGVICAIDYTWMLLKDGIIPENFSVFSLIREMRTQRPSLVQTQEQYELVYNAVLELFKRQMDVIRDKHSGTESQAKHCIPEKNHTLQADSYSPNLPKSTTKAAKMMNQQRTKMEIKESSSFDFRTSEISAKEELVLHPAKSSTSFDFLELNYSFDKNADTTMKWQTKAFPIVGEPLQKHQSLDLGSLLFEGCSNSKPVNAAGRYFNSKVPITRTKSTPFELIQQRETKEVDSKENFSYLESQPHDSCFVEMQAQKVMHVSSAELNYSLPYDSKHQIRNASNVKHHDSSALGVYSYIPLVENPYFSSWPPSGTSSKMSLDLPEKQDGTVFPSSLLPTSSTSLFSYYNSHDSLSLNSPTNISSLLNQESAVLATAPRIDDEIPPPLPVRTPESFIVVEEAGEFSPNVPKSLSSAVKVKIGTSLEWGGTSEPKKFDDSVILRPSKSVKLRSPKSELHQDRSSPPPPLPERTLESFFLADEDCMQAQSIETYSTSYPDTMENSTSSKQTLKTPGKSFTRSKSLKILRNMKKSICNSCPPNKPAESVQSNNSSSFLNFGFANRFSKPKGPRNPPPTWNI
FAK blocker: FAK kinase inhibitors, primary screen, biochemical | Focal adhesion kinase 1 (Homo sapiens), Q05397 | biochemical FAK kinase activity assay | actives 0.84% (n = 97,000) | AID 727, 2007 | inhibition, %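 (tested at 7 µM)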; in the data active means inhibition above about 19%;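 further: 0% = DMSO and 100% = reference compound high control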
PTPN22 act: LYP phosphatase activators, primary screen, biochemical, DiFMUP fluorescence, 2 µM; Tyrosine-protein phosphatase non-receptor type 22 (Homo sapiens), Q9Y2R2; recombinant LYP; 0 = plate median, 100 = signal doubled; activation, % at 2 µM; actives 0.11% (n = 96,000); AID 697, 2007;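 active means activation at 2 µM above a set limit, the mean plus 5 SD, cut at about 37% in these data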
EphB4 antag: EphB4-ephrin-B2 interaction antagonists, primary screen, biochemical, TNYL-RAW peptide probe, fluorescence polarization. Ephrin type-B receptor 4 (Homo sapiens), P54760. EphB4 LBD / TNYL-RAW-Alexa532 peptide. inhibition, % at 7 µM. actives 0.15% (n = 97,000);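 active means inhibition above the screen-wide mean inhibition plus 3 SD, cut at about 15% in these data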;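 further: 0% = DMSO wells and 100% = excess unlabeled TNYL-RAW peptide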
PostGolgi yeast: phenotypic screen on post-Golgi transport, primary screen; AID 739, 2007; actives 0.9% (n = 98,000); inhibition, % at 10 µM; post-Golgi transport phenotypic cell assay;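 further: yeast cells grown in 1536-well plates; yeast grown about 18 h at 30C before absorbance read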
PostGolgi ctrl: growth inhibition of yeast control strain, primary screen, counter-screen for post-Golgi transport modulator project; AID 738, 2007; efflux-deficient yeast background strain, growth absorbance A615, 16 h; actives 5% (n = 98,000); inhibition, % at 10 µM
Numbers without * were called inactive; . = no result given. Unless noted, no stated cut-off is given here; in the data, active means inhibition above about 30%; inactive means the rest. Compounds as they come. About 7% of those tested had a hit in this group.

Structure,S1P2 ag,HIV Rev-RRE inh,S1P2 blocker,PTPN22 inh 2,FAK blocker,PTPN22 act,EphB4 antag,PostGolgi yeast,PostGolgi ctrl
O=C(NCC(c1cccnc1)N1CCN(c2ccc(F)cc2)CC1)c1ccc(F)cc1 (stereo not drawn),-6,4,7,8,-1,-4,3,2,17
COc1cc(C(=O)NCc2nnc(SCC(=O)N3CCC(C)CC3)o2)cc(OC)c1OC,-12,1,-2,4,-1,-1,-2,0,0
CCOc1ccc2nc(NC(=O)CSC3=NCCS3)sc2c1,-7,8,-21,3,2,-2,-5,-1,3
CCCCc1ccc(-c2ccc(C)cc2O)nc1,-4,9,5,0,-6,0,-5,-5,7
COc1ccccc1-c1nn2c(=O)cc(C)nc2s1,-4,8,-6,-5,1,7,3,-4,1
O=C(COC(=O)c1cccnc1Cl)c1ccc(Cl)cc1Cl,-5,5,6,4,5,-7,-3,-1,11
CCOC(=O)C1=C(C)NC(=O)NC1C (stereo not drawn),-5,8,7,5,3,-2,9,-9,15
CCN1CCN(CCNC(=O)CSCc2nc(-c3ccc(OC)c(OC)c3)oc2C)CC1,-1,-2,-2,-1,-1,2,-7,-1,13
CCSc1nnc(CNc2ccc(F)cc2)n1CC1CCCO1 (stereo not drawn),-6,1,15,0,-3,-2,-2,4,4
C=CCOC(=O)c1sc(NC(=O)c2ccco2)nc1C,-4,-1,-6,-4,-2,2,-4,-4,-2
CCn1cc(C(=O)N2CCCC2)c(=O)c2cc(S(=O)(=O)N3CCOCC3)ccc21,-2,4,0,2,0,-6,1,8,-7
Cc1cccc(NC(=O)CN(C)S(=O)(=O)c2ccc(Br)cc2)n1,-5,6,-5,8,0,-5,6,1,4
CC(C)N(Cc1nc(-c2ccc(Cl)cc2)no1)C(=O)c1cccs1,-2,9,4,4,0,-6,-1,-4,27
CSc1nnc(-c2cnccn2)n1C,-5,7,13,-4,-3,2,-13,-1,16
Cc1cc(C)c2c(=O)[nH]c(SCC(=O)Nc3ccccc3)nc2n1,0,5,-14,5,-2,-6,0,-1,0
O=C(NC(=O)c1ccccc1)OCC1CCCN2CCCCC12 (stereo not drawn),-2,4,-6,-4,-9,1,-3,-3,3
Cc1ccc(C(=O)COc2nc(C)cc(C)c2C#N)cc1,-3,3,-2,-2,1,4,2,18,18
CC1(C)CC(CC(=O)O)(c2ccc(Cl)cc2)CCO1 (stereo not drawn),0,4,-3,4,0,-3,-5,14,-7
COc1ccc(/C=C(\NC(=O)c2ccccc2)C(=O)N/N=C/c2ccncc2)cc1,-6,1,7,2,5,-5,5,0,-7
Brc1ccc(-c2nnc(SCCC3OCCCO3)o2)cc1,-6,-2,-5,2,0,0,-5,2,9
CCOC(=O)c1ccccc1NC(=O)CSc1nc2c(c(=O)n(C)c(=O)n2C)n1C,0,1,-4,2,-2,1,-3,2,3
C=CCn1c(C)cc(C(=O)CSc2nnc(NC(C)C)s2)c1C,-8,2,2,11,1,-6,3,-8,12
Oc1ccccc1-c1nnc(SCCN2CCOCC2)n1Cc1ccccc1,-4,4,12,5,6,-7,2,8,-8
CC(=O)Nc1ccc(S(=O)(=O)N2CCCN(S(=O)(=O)c3ccc(NC(C)=O)cc3)CC2)cc1,-10,8,13,-3,2,8,6,6,1
COc1cccc(-n2c(C)c(C(C)=O)c(C(C)=O)c2C)c1,-7,2,-3,14,0,-15,4,1,1
CC(C)CCNc1nc(-c2ccco2)c2c(c1C#N)CCCC2,37*,17,-50,8,1,-5,-9,-3,11
CCOC(=O)c1cc(NC(=O)c2ccc(OC)cc2)c(=O)oc1-c1ccccc1,-6,1,-4,-5,-2,1,-2,1,-10
O=C(CCc1ccccc1)NNC(=O)COc1ccccc1,-4,4,11,-2,2,5,5,1,-5
Cc1ccc(S(=O)(=O)NCc2ccc(C(=O)N3CCN(Cc4ccccc4)CC3)cc2)cc1,-4,7,16,-10,-2,6,-2,-4,9
CCc1ccc(C(C)NC(=O)c2ccc(F)cc2)cc1 (stereo not drawn),-4,1,-20,-3,1,0,1,3,19
CCN1CC2=C(OC(N)=C(C#N)C2c2cccs2)/C(=C\c2cccs2)C1 (stereo not drawn),-6,31,11,-4,7,5,-4,1,8
COc1ccc(-c2nnc(N(C)C(=O)C3CCOC3)s2)cc1 (stereo not drawn),-5,6,-12,-1,0,1,-1,.,.
Cc1c(Br)c([N+](=O)[O-])nn1CC(=O)Nc1sc2c(c1C(=O)OC(C)C)CCCC2,-8,16,19,13,2,-10,2,-4,12
Cc1nnc(-c2cnn(C)c2N)n1Cc1ccccc1,-2,2,-12,2,-1,0,5,1,2
COC(=O)c1cc(=O)n(C2CC2)c(=NC2CC2)s1,0,9,-13,5,13,-6,3,12,12
CC(=O)NC(C)c1nc2ccccc2n1C(C)C (stereo not drawn),-8,4,11,2,5,-3,-2,1,3
CCOc1ccc(Cc2nnc(SCC(=O)c3ccc(OC)cc3)o2)cc1,-3,3,-10,0,-2,-4,-2,5,-12
COc1ccc(-n2c(C)c([N+](=O)[O-])c3ccc(O)c(CN4CCCCC4)c32)cc1,-7,-3,7,-12,2,8,5,-4,-7
O=C1CC(C(=O)Nc2ncccn2)C(c2ccccc2)O1 (stereo not drawn),-4,5,10,-4,-1,2,5,4,5
CCOc1ccccc1C(=O)NC1CC2CCCC(C1)N2C1CC1 (stereo not drawn),-4,-1,7,4,-1,-2,-5,8,-4
COc1ccc(CC(=O)N2CC(C)CC(C)C2)cc1OC (stereo not drawn),-5,-5,13,3,1,-2,-4,-5,7
CC(C)NS(=O)(=O)c1ccc(OCC(=O)NCCC2=CCCCC2)cc1,-3,10,16,7,-2,-6,-7,-5,-1
CCS(=O)(=O)N1CCC(NC(C)=O)(c2ccccc2)CC1,-3,10,14,-3,-4,2,-2,-4,1
CCOc1ccc(-n2cnnn2)cc1S(=O)(=O)NCc1ccccc1,-2,2,-15,-2,-2,3,-3,0,8
CC(NC(=O)C(=O)NN=C1CCCCCC1)c1ccccc1 (stereo not drawn),-1,8,9,-2,3,4,-1,-4,13
CC(C)(C)c1csc(N(CCC#N)CCC#N)n1,-4,6,-32,-5,-1,6,4,-2,24
COc1ccccc1N/C(=N/S(=O)(=O)c1ccc(C)cc1)c1ccc(Cl)cc1,-4,14,3,-6,0,9,-7,-3,25
Cc1cccc(C)c1NC(=O)Cn1cnc2c(=O)n(C)c(=O)n(C)c21,0,4,5,11,4,-16,11,2,6
O=C(c1cccs1)N1CCC(c2nc3ccccc3s2)CC1,-6,7,12,5,0,-4,3,-7,9
O=C(O)C1C2C=CC(C2)C1C(=O)NCCc1ccccc1 (stereo not drawn),-4,2,16,-8,-5,10,-3,-3,4

Remaining list, next part:
Structure,S1P2 ag,HIV Rev-RRE inh,S1P2 blocker,PTPN22 inh 2,FAK blocker,PTPN22 act,EphB4 antag,PostGolgi yeast,PostGolgi ctrl
CC1CC(C)CN(CCCNC(=O)c2csc3c2CCCC3)C1 (stereo not drawn),-8,-1,-7,-4,-2,5,2,-10,12
CC(=O)Nc1ccc2c(c1)nc(CCN1CCN(C)CC1)n2C,-5,6,-1,-1,0,0,-3,0,3
COC(=O)c1ccc(OC)c(CSc2nnc(COc3ccccc3)o2)c1,-4,15,2,-14,6,11,2,10,13
COC(=O)CSc1nnc(CNC(=O)c2ccccc2OC)n1C,-1,11,1,2,-3,-3,-1,4,2
O=C(CCCCCN1C(=O)c2ccccc2C1=O)NCc1ccccn1,-6,3,16,2,-6,-4,0,-6,0
CC(C)CC(=O)Nc1ccc(C(=O)Cn2nc(C(=O)O)c3ccccc3c2=O)cc1,-1,3,0,0,0,-1,5,16,-6
O=C(Cc1cc(=O)oc2cc(O)ccc12)NCC1CCC(C(=O)O)CC1 (stereo not drawn),4,4,-4,-6,2,6,-9,12,11
CCOC(=O)c1cccc(NC(=O)CCS(=O)(=O)c2ccc(Br)s2)c1,-3,14,-4,3,1,1,-1,-3,4
COc1cc(C(=O)NCCOc2cccc(C)c2)c(Br)c(OC)c1OC,-6,4,5,-8,-3,13,-3,-6,14
COc1cc(CC(=O)NCc2cccs2)cc(OC)c1OC,-10,3,8,-7,0,6,1,-5,0
Cc1ccc(C(=O)NCc2ccc3c(c2)OCO3)cc1S(=O)(=O)N1CCOCC1,-3,0,-30,-14,-1,18,-4,-1,4
O=C(c1cc(-c2ccccc2O)on1)N1CCc2ccccc2C1,-3,1,5,7,-12,-7,-1,-1,56*
CC(C)CN(C(=O)COC(=O)C12CC3CC(CC(O)(C3)C1)C2)C1CCS(=O)(=O)C1 (stereo not drawn),-5,2,0,0,-3,-3,-8,-1,8
COCCCNC(=S)NC1CC2CCCC(C1)N2Cc1ccco1 (stereo not drawn),-4,1,15,0,0,4,0,15,14
COc1cc(/C=N/NC(N)=S)ccc1OC(=O)c1ccc(C)cc1,-4,8,11,4,-1,-1,6,0,52*
O=C(NC1CCCCCC1)C1CCN(S(=O)(=O)N2CCC3(CC2)OCCO3)CC1,-3,2,-9,-4,1,3,-3,7,9
Cc1ccccc1OCCOc1cccc(/C=N/NC(=O)Cc2nnc(N)s2)c1,-6,3,8,2,-1,1,-2,-14,-3
Cn1cccc1C1Nc2ccccc2NC2=C1C(=O)CC(C)(C)C2 (stereo not drawn),-5,8,10,4,2,-4,2,-3,7
CCOC(=O)C1CCN(C(=O)c2ccc(OC)cc2OC)CC1,-3,5,0,-5,0,7,-2,25,-3
c1ccc(CSc2nnc(NC3=NCCCCC3)s2)cc1,-4,4,-8,11,-1,-14,3,9,24

Three consecutive records already listed, quoted:
Structure,S1P2 ag,HIV Rev-RRE inh,S1P2 blocker,PTPN22 inh 2,FAK blocker,PTPN22 act,EphB4 antag,PostGolgi yeast,PostGolgi ctrl
Cn1cccc1C1Nc2ccccc2NC2=C1C(=O)CC(C)(C)C2 (stereo not drawn),-5,8,10,4,2,-4,2,-3,7
CCOC(=O)C1CCN(C(=O)c2ccc(OC)cc2OC)CC1,-3,5,0,-5,0,7,-2,25,-3
c1ccc(CSc2nnc(NC3=NCCCCC3)s2)cc1,-4,4,-8,11,-1,-14,3,9,24

Later entries
Structure,S1P2 ag,HIV Rev-RRE inh,S1P2 blocker,PTPN22 inh 2,FAK blocker,PTPN22 act,EphB4 antag,PostGolgi yeast,PostGolgi ctrl
O=c1c2c3nc4ccccc4nc3n(Cc3ccccc3)c2ncn1Cc1ccco1,-11,10,-22,21,7,-23,3,10,13
CCN(CC)S(=O)(=O)c1ccc(OC)nc1,-7,5,14,-2,-1,-1,-2,4,1
COc1ccc(C(=O)CSc2nnc(COc3ccccc3)n2Cc2ccco2)cc1,0,10,-5,-5,12,2,8,-1,7
CN1CCN(S(=O)(=O)c2ccc(NC(=O)c3csc4ccccc34)cc2)CC1,-7,7,5,-5,-1,2,3,-6,20
Cc1nc2cc(C(=O)O)ccc2n1C1CCCCC1,-1,0,-30,-1,0,-2,7,.,.
Cc1ccc(NC(=O)c2cc([N+](=O)[O-])ccc2NCc2cccnc2)cc1Cl,-4,6,24,1,2,2,8,22,31*
CS(=O)(=O)N(CC(=O)NCc1ccco1)Cc1ccc(Cl)cc1,-5,8,-11,-3,1,2,-6,-7,0

High-throughput results (PubChem BioAssay)
